FBW7 act = activators of human E3 ligase FBW7 | 650,000 tested, 0.13% active | Q969H0 | AlphaScreen FBW7–phospho-cyclin E peptide binding, activator screen | normalized activity (activation), % at 26.1 µM; in the data active = normalized activity above about 1.9%;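 note: purified mutant Fbw7 with reduced substrate affinity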
Target sequence (Q969H0 whole entry, looked up): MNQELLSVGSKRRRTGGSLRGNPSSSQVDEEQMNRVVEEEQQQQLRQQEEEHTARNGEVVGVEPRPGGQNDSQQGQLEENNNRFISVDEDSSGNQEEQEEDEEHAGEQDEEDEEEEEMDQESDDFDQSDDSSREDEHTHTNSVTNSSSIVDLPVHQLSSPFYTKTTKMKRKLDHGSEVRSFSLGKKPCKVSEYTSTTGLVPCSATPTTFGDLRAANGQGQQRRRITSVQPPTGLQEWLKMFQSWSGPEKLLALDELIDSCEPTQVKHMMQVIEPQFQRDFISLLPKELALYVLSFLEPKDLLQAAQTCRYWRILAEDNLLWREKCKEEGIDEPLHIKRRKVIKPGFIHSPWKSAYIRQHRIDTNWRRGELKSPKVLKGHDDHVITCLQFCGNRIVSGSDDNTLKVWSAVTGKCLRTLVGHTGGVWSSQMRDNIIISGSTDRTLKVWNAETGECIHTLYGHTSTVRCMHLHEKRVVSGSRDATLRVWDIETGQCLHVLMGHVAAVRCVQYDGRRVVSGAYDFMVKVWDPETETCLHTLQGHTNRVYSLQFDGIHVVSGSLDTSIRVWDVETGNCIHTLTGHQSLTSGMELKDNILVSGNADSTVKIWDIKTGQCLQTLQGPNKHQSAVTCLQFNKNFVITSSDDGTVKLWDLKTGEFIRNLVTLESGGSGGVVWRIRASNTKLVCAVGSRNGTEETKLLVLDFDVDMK
TEAD-YAP inh = TEAD-YAP interaction inhibition. AID 1259422. inhibition, % at 9.12 µM. HEK-TIYL cells, TEAD-Gal4/YAP UAS-luciferase luminescence. 640,000 tested, 1.4% active; in the data active = inhibition above about 32%;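 note: 0% = median of test compound wells and 100% = reference inhibitor wells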
GPR151 ag = activators of human GPR151; 650,000 tested, 1% active; activation, % at 11.2 µM; Q8TDV0; PathHunter beta-arrestin GPR151 cells, luminescence; AID 1508602; in the data active = activation above about 4.9%;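 note: 0% = median of compound wells and 100% = cells with positive control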
Target sequence (Q8TDV0 whole entry, looked up): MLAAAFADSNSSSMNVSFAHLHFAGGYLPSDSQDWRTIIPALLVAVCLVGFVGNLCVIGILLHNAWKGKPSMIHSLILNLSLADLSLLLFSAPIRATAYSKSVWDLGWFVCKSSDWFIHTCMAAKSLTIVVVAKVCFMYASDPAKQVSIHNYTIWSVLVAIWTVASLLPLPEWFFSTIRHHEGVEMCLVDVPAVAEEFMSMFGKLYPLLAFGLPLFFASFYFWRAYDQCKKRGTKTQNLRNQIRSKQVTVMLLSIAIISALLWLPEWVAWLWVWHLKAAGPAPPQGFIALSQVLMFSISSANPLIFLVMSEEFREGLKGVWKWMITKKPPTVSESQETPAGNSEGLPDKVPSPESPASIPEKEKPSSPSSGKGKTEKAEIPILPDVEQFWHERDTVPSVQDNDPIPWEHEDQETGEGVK
MITF primary = blocks human microphthalmia-associated transcription factor; 650,000 tested, 0.91% active; AID 1259374; inhibition, % at 2.6 µM; AlphaScreen MITF homodimerization, bead proximity signal; in the data active = inhibition above about 50%;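 note: 0% = vehicle wells with protein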
Numbers without * were called inactive; & = joins results of further samples.

SMILES	FBW7 act	TEAD-YAP inh	GPR151 ag	MITF primary
CCn1c(Cc2ccccc2)nnc1SCC(=O)NC1CCCCC1	-0.1	7	1.8	-14
COc1cccc(/C=C2\SC(=N)N(c3ccc(F)cc3)C2=O)c1	-0.1	-5	0.2	-3
O=C(NCCOc1ccc(Cl)cc1)C1CC(=O)N(c2ccc(F)cc2)C1 (centres undefined)	0.1	0	-0.2	3
N#CCCn1cc(/C=N/O)c(-c2ccc(Br)cc2)n1	-0.1	-2	0.4	9
CCOC(=O)C(=O)Nc1nnc(-c2ccccc2)s1	-0.1	-7	-2.1	9
C/C(=N\NC(=O)c1cccc(Br)c1)C(C)(C)C	-0.3	-45	-0.3	-17
CCOc1ccc(NC(=O)C(CCSC)N2C(=O)C3C4c5ccccc5C(c5ccccc54)C3C2=O)cc1 (centres undefined)	0.0	0	0.5	12
CCOc1ccc(NC(=O)c2cnsn2)cc1	-0.1	13	-4.6	-1
CC1CCN(C(=O)CSc2nnc(Cn3nnc4ccccc43)n2C)CC1	-0.1	-17	0.5	6
Cc1ccc(CC(=O)Nc2nc3ccccc3[nH]2)cc1C	0.0	-7	-1.8	-12
CC(C)(C)c1ccc(NC(=O)CSc2ncn[nH]2)cc1	1.3	16	-0.4	3
COc1ccc2nc3oc(C(=O)NCCN4CCOCC4)cc3cc2c1	0.2	-39	0.2	6
Cc1cc(C(F)(F)F)nn1CC(=O)Nc1c(F)cc(F)cc1Br	1.2	-8	-0.4	13
COC(=O)c1ccc(SCC(=O)O)c([N+](=O)[O-])c1	-0.2	-7	-0.4	10
COc1ccc(OCC(=O)Nc2ccc(S(=O)(=O)Nc3ncccn3)cc2)cc1	0.1	6	-0.2	10
CCn1c(SCC(=O)c2cccs2)nc2c1c(=O)n(C)c(=O)n2C	-0.1	-3	5.3*	-3
O=C(COC(=O)Cn1c(C(F)(F)F)nc2ccccc21)NNC(=O)c1cccs1	1.0	0	-2.4	13
Cc1ccc(CN2C(=O)C3C(C(=O)Nc4ccc(Cl)cc4)C4C=CC3(O4)C2C(=O)NC2CCCCC2)cc1 (centres undefined)	-0.1	-2	0.5	-2
CC(/C=N/N1C(=O)CSC1=S)=C\c1ccccc1	0.1	-2	-0.9	24
CCOC(=O)c1cn(CC)c2ccc(Br)cc2c1=O	0.1	10	-0.9	14
c1ccc(CN2CCN(c3ncnc4nc[nH]c34)CC2)cc1	-0.2	-2	1.5	-5
COC(CNC(=O)CCNC(=O)c1ccc(C(C)(C)C)cc1)OC	-0.1	9	0.1	-2
CCCCC(=O)NNC(=S)Nc1ccccc1	-0.3	-6	0.7	-10
CCN(Cc1ccco1)C(=O)Cn1nc2c(C)cc3ccccc3n2c1=O	0.1	-6	0.3	-3
CC(C)CCNC(=O)CCCCCn1nnc2ccccc2c1=O	0.0	-4	-0.7	-4
Cc1ccc(NC(=O)C(=O)NCCc2ccccc2Cl)cc1	-0.2	0	-0.5	2
C/C(CC(=O)NCc1ccco1)=N\NC(=O)c1ccc(O)cc1O	-0.1	22	-1.5	-5
C/C(=N\NC(N)=O)c1cc2ccccc2oc1=O	-0.4	-3	0.5	18
O=C(c1cc([N+](=O)[O-])ccc1N1CCCC1)N1CCCc2ccccc21	0.0	3	-0.5	3
CCC(=O)Nc1ccc(-c2ccc(NC(=O)CC)c(C)c2)cc1C	-0.1	6	0.0	1
O=C1C(=O)N(Cc2cccnc2)C(c2ccncc2)/C1=C(\O)c1ccccc1 (centres undefined)	0.1	-7	-0.3	12
CCOc1ccccc1NC(=O)C(=O)N/N=C/c1cc(OC)ccc1OC	0.0	0	0.4	-12
O=S(=O)(c1ccc(F)cc1)N1CCN(C(=S)NC2CCCC2)CC1	0.6	8	-1.7	13
COc1ccc([N+](=O)[O-])cc1N1C(=O)C2C3C=CC(C3=C(C)C)C2C1=O (centres undefined)	0.8	7	-0.2	17
CN1C(=O)[C@H]2CN(Cc3cnn(-c4cccc(Cl)c4)c3)CCN2C(=O)[C@@H]1CO	0.1	-11	0.7	-15
Cc1cccc(-n2nnc(C(=O)Nc3ccc(OC(F)(F)F)cc3)c2N)c1	-0.1	-18	-0.8	3
COc1ccc(-n2c(SCC(=O)Nc3ccc(C(C)C)cc3)nc3n[nH]c(C)c3c2=N)cc1	-0.1	17	1.3	8
CCc1ccc(N(CC(=O)Nc2ccc(OC)c(Cl)c2)S(C)(=O)=O)cc1	-0.1	-30	1.5	5
c1cncc(-n2cccc2CN2CCn3cnnc3C2)c1	0.2	4	0.9	12
CCC(=O)Nc1ccc(N2C(=O)CS/C2=N\NC(=O)c2ccc(O)cc2)cc1	0.1	9	2.0	5

Single records, as listed above.
O=C(COC(=O)Cn1c(C(F)(F)F)nc2ccccc21)NNC(=O)c1cccs1 is entered as FBW7 act = 1.0; TEAD-YAP inh = 0; GPR151 ag = -2.4; MITF primary = 13
COc1ccc(-n2c(SCC(=O)Nc3ccc(C(C)C)cc3)nc3n[nH]c(C)c3c2=N)cc1 is entered as FBW7 act = -0.1; TEAD-YAP inh = 17; GPR151 ag = 1.3; MITF primary = 8

Remaining list, next part.
SMILES	FBW7 act	TEAD-YAP inh	GPR151 ag	MITF primary
COCCCNC(=O)C(=O)NCc1ccco1	0.0	1	-2.1	8
CCOc1ccc(N(C(=O)C2CCCO2)C2C=CS(=O)(=O)C2)cc1 (centres undefined)	0.0	7	-3.3	18
COc1ccc(OC)c(CCNC(=O)Cn2cc3c(n2)CCCCC3)c1	0.0	-5	-0.1	11
CS(=O)(=O)n1nc(OC(=O)c2cccs2)cc1N	0.0	2	-0.9	8
COc1cc(NS(=O)(=O)c2ccc3ccccc3c2)c2ncccc2c1	-0.4	39*	0.2	9
CCC(C(=O)NCCc1ccc(OC)c(OC)c1)n1c2ccccc2c2nc(=O)cc(C)n21 (centres undefined)	0.1	-8	-1.8	0
COc1cc(C(=O)COC(=O)CCc2nc3ccccc3s2)cc(OC)c1OC	-0.1	6	-0.8	-15
COc1cccc(CC(C2CCN(C3CCSC3)CC2)N(C)C(=O)c2ccco2)c1 (centres undefined)	0.3	-9	0.0	-21
O=C(CSc1nc2sc3c(c2c(=O)n1-c1ccccc1)CCCC3)NCCOc1ccccc1	0.0	-4	1.0	1
CCCCOC(=O)c1ccc2c(c1)C(=O)N(c1cccc(Cl)c1Cl)C2=O	0.3	-2	-1.1	-9
O=C(NCC1CCCO1)C(=O)Nc1ccc(Cl)cc1 (centres undefined)	0.3	-61	-0.8	-8
O=C(C1=C(O)C(=O)N(CCCn2ccnc2)C1c1cccs1)c1cccs1 (centres undefined)	0.0	1	1.9	47
Cc1ccc2c(nc3s/c(=C/c4cccs4)c(=O)n32)c1C	-0.1	-22	0.3	11
COc1cc(/C=C/C(=O)Nc2ccc3nc(N4CCN(c5ncccn5)CC4)cc(C)c3c2)cc(OC)c1OC	0.0	42*	1.7	1
CN1C(=O)[C@H]2CN(CCc3ccccc3)CCN2C(=O)[C@@H]1Cc1ccccc1	0.1	-4	1.7	13
CC(=O)c1ccc(C(=O)N2CCC(C3(CCC(C)C)NC(=O)NC3=O)CC2)s1 (centres undefined)	0.1	4	0.8	3
CCCCCOC(=O)C1=C(C)Nc2nnnn2C1c1ccc(SC)cc1 (centres undefined)	0.0	-1	0.2	16
CCOc1ccc(NC(=O)/C=C/c2ccc(F)cc2)cc1	0.0	-19	-0.5	7
COc1ccc(Nc2nnc(-c3ccc(C)c(S(=O)(=O)N(C)C)c3)c3ccccc23)cc1	0.0	12	0.3	-3
COc1ccc(/C=C2\C(=O)N(c3ccc4ccccc4c3)N=C2C)cc1OC	-0.3	-5	-0.7	9

Structures shown so far with a nitro group on carbon:
SMILES	FBW7 act	TEAD-YAP inh	GPR151 ag	MITF primary
COC(=O)c1ccc(SCC(=O)O)c([N+](=O)[O-])c1	-0.2	-7	-0.4	10
O=C(c1cc([N+](=O)[O-])ccc1N1CCCC1)N1CCCc2ccccc21	0.0	3	-0.5	3
COc1ccc([N+](=O)[O-])cc1N1C(=O)C2C3C=CC(C3=C(C)C)C2C1=O (centres undefined)	0.8	7	-0.2	17

Carrying on:
SMILES	FBW7 act	TEAD-YAP inh	GPR151 ag	MITF primary
O=C(CCl)Nc1nc2ccc(Cl)cc2s1	-0.1	-10	-1.6	-5
CCCCNC(=O)C1CC(=O)N(c2ccc(Cl)cc2)C1 (centres undefined)	0.4	-6	-0.3	3
O=C1N(c2ccccc2)C(=O)N(c2ccccc2)C2(C[N+](=O)[O-])CCCN12 (centres undefined)	0.0	-21	-0.4	-12
CCCc1nc2cc(Cl)c([N+](=O)[O-])cc2o1	0.0	3	-1.3	10
CC1(C)CC(=O)C2=C(C1)OC(N)=C(C#N)C2c1coc2ccccc2c1=O (centres undefined)	-0.1	-10	-0.4	-2
COc1cccc(/C=C2/N=C(c3cccc([N+](=O)[O-])c3)OC2=O)c1OC	0.9	-9	-0.7	9
O=C(CSc1nccn1-c1cccc(Cl)c1)NO	0.2	-15	-1.0	-3
Cc1nc(N2CCCC2)c2nnn(Cc3ccccc3)c2n1	-0.2	-17	-1.6	-4
COc1cc(C2C(C(=O)OCC(C)C)=C(C)NC3=C2C(=O)CC(c2cccs2)C3)cc([N+](=O)[O-])c1O (centres undefined)	0.1	4	0.1	0
O=C(N/N=C/c1c(O)ccc2ccccc12)c1ccc(Br)o1	-0.1	-12	0.4	1
Cc1ccc(-c2noc(CNC(=O)COc3cc(C)ccc3C)n2)cc1	-0.2	6	-1.6	-2
COC(=O)c1sccc1NC(=O)c1csc(C)c1-c1ccccc1	0.0	33*	-0.3	-1
COC(=O)C1=C(C)NC2=C(C(=O)CCC2)C1c1ccc(C(C)C)cc1 (centres undefined)	0.5&0.0	6&-2	1.3&-1.1	9&-5
Cc1ccc(C(=O)N/N=C/c2c(O)ccc3ccccc23)cc1	0.2	-5	-0.4	16
CCOC(=O)C1=C(C)N=c2s/c(=C/c3ccc(-c4ccc(Cl)c([N+](=O)[O-])c4)o3)c(=O)n2C1c1ccc(OC)c(OC)c1 (centres undefined)	0.1	-3	1.0	10
O=C1N[C@@H](Cc2ccc(Cl)cc2)C(=O)N2C[C@@H](NCc3cc4ccccc4s3)C[C@@H]12	0.0	2	0.1	-9
Cc1c(C=O)c2ccccn2c1CCc1ccncc1	0.1	4	1.1	6
COc1cc(CN2CCC(N3CCN(C)CC3)CC2)cc(OC)c1OC	0.0	-1	-0.5	87*
CCOC(=O)c1sc(NC(=O)c2noc3c2CCCC3)c(C(=O)OCC)c1C	-0.1	1	0.6	-2
CC1(C)CC(=O)c2sc(NC(=O)c3ccc4c(c3)OCO4)nc2C1	0.2	-2	0.3	11

Pulled by compound from the entries so far (six):
SMILES	FBW7 act	TEAD-YAP inh	GPR151 ag	MITF primary
Cc1ccc(C(=O)N/N=C/c2c(O)ccc3ccccc23)cc1	0.2	-5	-0.4	16
CCCCNC(=O)C1CC(=O)N(c2ccc(Cl)cc2)C1 (centres undefined)	0.4	-6	-0.3	3
O=C1N(c2ccccc2)C(=O)N(c2ccccc2)C2(C[N+](=O)[O-])CCCN12 (centres undefined)	0.0	-21	-0.4	-12
COc1cc(CN2CCC(N3CCN(C)CC3)CC2)cc(OC)c1OC	0.0	-1	-0.5	87*
Cc1ccc(-c2noc(CNC(=O)COc3cc(C)ccc3C)n2)cc1	-0.2	6	-1.6	-2
O=C(CSc1nccn1-c1cccc(Cl)c1)NO	0.2	-15	-1.0	-3

New compounds follow
SMILES	FBW7 act	TEAD-YAP inh	GPR151 ag	MITF primary
CCc1ccc2oc(-c3ccc(C)c(NC(=O)c4ccc(C(C)(C)C)cc4)c3)nc2c1	-0.1	-2	1.2	-8
Cc1ccsc1/C=N/Nc1ccccc1[N+](=O)[O-]	-0.3	-15	0.0	25
COc1ccc(C2=NN(C(=O)CSc3nc4ccccc4[nH]3)C(c3ccc(F)cc3)C2)cc1 (centres undefined)	0.4	11	0.8	12
COc1cc(Nc2ncc(C(=O)NCc3nc4ccccc4[nH]3)s2)cc(OC)c1OC	-0.3	4	-0.4	5
COc1cc(NS(=O)(=O)c2cc(Cl)ccc2Cl)cc(OC)c1OC	0.0	6	-0.2	11
Cc1ccc2c(c1)-c1onc(C(=O)Nc3ccc(F)cc3)c1CO2	-0.3	-17	-1.3	-5
N#CC1=C(N)Oc2cc(N)ccc2C1c1cc(Br)cs1 (centres undefined)	0.2	-20	0.7	14
O=C(Nc1cccc(Br)c1)c1ccc2nc(-c3ccccc3)c(-c3ccccc3)nc2c1	0.5	4	1.3	9
COc1cccc(C(=O)N2CCN(C(=O)c3cccs3)CC2)c1OC	-0.2	13	0.5	-7
CCOC(=O)c1nnn(CC(=O)Nc2cccc(Cl)c2)c1C(=O)OCC	0.3	3	-1.1	4
CCCCC(=O)Nc1ccc(Nc2nc(C)cc(N3CCCC3)n2)cc1	-0.1	65*	-0.2	-18
NC(C(=O)N1CCC(Nc2ccc3[nH]ncc3c2)CC1)c1ccc(C(F)(F)F)cc1 (centres undefined)	-0.5	2	0.1	-6
Fc1ccc(NC(=S)N2CCN(Cc3ccc4c(c3)OCO4)CC2)cc1Cl	0.0	-16	-0.8	3
O=C1c2ccccc2C(=O)N1c1cccnc1	-0.3	-3	-0.8	-2
Cn1c(=O)c(C(=O)NNC(=O)c2ccccc2[N+](=O)[O-])c(O)c2ccccc21	0.2	2	-0.2	-3
Cn1c(CNC(=O)c2ccccc2F)nnc1SCC(=O)N1N=C(c2cccs2)CC1c1ccc(F)cc1 (centres undefined)	0.3	3	-1.4	-3
COC(=O)c1ccccc1NC(=O)Cn1nc([N+](=O)[O-])cc1C	1.0	-4	-0.1	13
Cc1ccc2c(c1)-c1c(ssc1=S)C(C)(C)N2C(=O)c1ccccc1Cl	-0.9	-4	6.2*	29
NC(=O)c1cc(S(=O)(=O)N2CCOCC2)ccc1F	0.7	4	-0.2	-8
CCOc1ccccc1NC(=O)CCS(=O)(=O)c1ccc(OC)cc1	0.3	-3	-1.1	11

Assay outcomes (PubChem)
